SR-BI HDL uptake: inhibitors of mouse SR-BI mediated HDL lipid uptake | ldlA[mSR-BI] CHO cells, DiI-HDL uptake fluorescence, 3 h | Q61009 | AID 488896 | 320,000 compounds, 0.96% hits | inhibition, % at 12.5 µM;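 active = mean replicate inhibition of at least 70% and a set share of replicates each scoring 70 or more; inconclusive = meets just one of the two criteria; inactive = fails both criteria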;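 also: 0% = median of neutral control wells and 100% = median of positive control wells; values of inactives mirror those of a sister screen read the other way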
Target sequence (Q61009 whole entry, looked up): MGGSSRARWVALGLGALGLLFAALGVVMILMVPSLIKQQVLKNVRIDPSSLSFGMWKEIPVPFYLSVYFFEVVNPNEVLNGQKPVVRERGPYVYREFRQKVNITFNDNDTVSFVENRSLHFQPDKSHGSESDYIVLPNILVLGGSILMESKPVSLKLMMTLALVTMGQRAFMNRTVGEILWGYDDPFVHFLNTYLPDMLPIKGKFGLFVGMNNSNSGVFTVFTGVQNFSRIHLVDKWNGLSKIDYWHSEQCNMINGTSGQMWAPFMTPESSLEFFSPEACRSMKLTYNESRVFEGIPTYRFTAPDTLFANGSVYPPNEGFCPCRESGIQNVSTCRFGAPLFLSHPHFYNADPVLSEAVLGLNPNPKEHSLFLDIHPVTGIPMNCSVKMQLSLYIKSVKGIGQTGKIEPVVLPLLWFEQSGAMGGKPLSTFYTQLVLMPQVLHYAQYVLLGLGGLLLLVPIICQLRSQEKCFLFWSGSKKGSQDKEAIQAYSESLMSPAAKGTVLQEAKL
dFosB activator: activators of mouse delta FosB homodimer. P13346. purified delta FosB, TAMRA-CDK5 oligo fluorescence polarization; percent of positive-control signal above neutral wells. AID 493131. activation, % at 25 µM. 340,000 compounds, 0.99% hits;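 active = mean activation above about 17%, with every replicate also reaching it, limit read from the data, passing the limit was not always enough; inconclusive = only one of the two conditions met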;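 also: fluorescence polarization rise as delta FosB binds a TAMRA Cdk5 AP-1 oligo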
Target sequence (P13346 whole entry, looked up): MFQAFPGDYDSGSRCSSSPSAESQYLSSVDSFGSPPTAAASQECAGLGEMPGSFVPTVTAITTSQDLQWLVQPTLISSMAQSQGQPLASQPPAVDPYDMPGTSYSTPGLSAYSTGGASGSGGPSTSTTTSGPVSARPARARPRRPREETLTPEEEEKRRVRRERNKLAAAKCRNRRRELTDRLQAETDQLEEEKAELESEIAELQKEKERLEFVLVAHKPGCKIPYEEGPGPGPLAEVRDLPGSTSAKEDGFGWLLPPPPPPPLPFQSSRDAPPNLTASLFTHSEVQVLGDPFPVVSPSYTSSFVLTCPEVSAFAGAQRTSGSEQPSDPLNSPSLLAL
CAL PDZ FP-1: inhibitors of human CAL PDZ peptide binding | Q9HD26 | purified CAL PDZ, TMR-peptide fluorescence polarization, 1 h | inhibition, % at 20 µM | 330,000 compounds, 0.02% hits | AID 504414;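 active = highest replicate inhibition of at least 40%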;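 also: plate controls were DMSO neutral control wells for no effect and unlabeled competitor peptide control wells for full effect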
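Material: tagged CAL PDZ protein CerCALP, purified; buffer or medium: sodium phosphate/NaCl buffer pH 7.4 with TCEP, IgG, Thesit; also added: fluorescent TMR peptide probe; schedule: 1 h incubation at room temperature before polarization reading; technique: fluorescence polarization from S- and P-plane intensities, G-factor corrected; control set: unlabelled peptide and DMSO controls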
MITF act: MITF TRPM1 promoter activation in melanoma cells; SK-MEL-5 TRPM1-promoter luciferase, 24 h; % of positive control, neutral wells = 0; activation, % at 12.5 µM; 300,000 compounds, 0.75% hits; AID 588334;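 active = mean activation of at least 80% with every replicate also reaching 80%; inconclusive = mean reaches 80% but some replicate falls short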;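 also: 0% = neutral control wells and 100% = parthenolide positive control wells; values of inactives mirror those of a sister screen read the other way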
CAL PDZ FP-2: CAL PDZ (human) peptide binding inhibition | AID 602252 | Q9HD26 | inhibition, % at 24.9 µM | 300,000 compounds, 0.92% hits | purified CAL PDZ, TMR-peptide fluorescence polarization, 1 h;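 active = mean inhibition of at least 30% with at least half of replicates also reaching 30%; inconclusive = no clear call, values can overlap the other calls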;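 also: 0% = DMSO neutral control and 100% = excess unlabeled competitor peptide PRC23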
PvdQ acylase: P. aeruginosa PvdQ acylase inhibition; purified PvdQ acylase, fluorescence plate reader; AID 488965; inhibition, % at 10 µM; 340,000 compounds, 0.063% hits; in the data active = inhibition above about 30%, passing the limit was not always enough; inconclusive = no clear call, values can overlap the other calls;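 also: 0% = vehicle neutral wells and 100% = reference inhibitor wells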
Rtt109 Vps75: blocks Candida albicans Rtt109/Vps75 acetyltransferase activity; Q5AAJ8; purified Rtt109/Vps75, ThioGlo CoA-SH fluorescence, 4 h; inhibition, % at 34.9 µM; 330,000 compounds, 0.16% hits;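 active = inhibition of at least 50% in every replicate; inconclusive = best replicate reaches 50% inhibition but some replicates fall short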
SR-BI DiI-HDL act: activators of SR-BI mediated HDL lipid uptake | CHO ldlA[mSR-BI] cells, DiI-HDL uptake fluorescence, 3 h; 100 = double the neutral-control signal | activation, % at 12.5 µM | 320,000 compounds, 0.096% hits;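 active = mean replicate activation of at least 60% and every replicate at or above 60%; inconclusive = mean or all-replicate condition met, but not both; inactive = mean below 60% and not all replicates reaching 60%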;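 also: 0% = median plate neutral-control signal and 100% = twice that signal; values of inactives mirror those of a sister screen read the other way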
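System: CHO ldlA[mSR-BI] cells / Medium: HEPES-buffered (25 mM, pH 7.4) F12 plus 0.5% BSA / Probe or stimulus: labelled HDL, 10 µg/mL / Doses: single compound concentration, delivered by pin transfer / Schedule: 3 h, 37 °C / Measured by: DiI fluorescence, bottom read / Measure: cell-associated DiI fluorescence as measure of HDL uptake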
NSD2 inh: blocks human histone methyltransferase NSD2; inhibition, % at 12.5 µM; AID 743445; O96028; 310,000 compounds, 0.54% hits; NSD2 peptide methylation, AlphaScreen, 120 min; in the data active = inhibition above about 50%
PfHsp90 set2: inhibits growth of yeast expressing Plasmodium falciparum Hsp90; S. cerevisiae expressing PfHsp90, BacTiter-Glo ATP, 48 h; yeast lacking PDR1 and PDR3 efflux regulators; inhibition, % at 9.4 µM; 310,000 compounds, 0.32% hits; AID 504621;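 active = every replicate shows inhibition above about 80%, whatever the replicate mean, limit read from the data; inconclusive = mean inhibition reaches the set limit but some replicate falls short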;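 also: 0% = DMSO neutral controls and 100% = 20 µM radicicol positive controls; yeast relying on Plasmodium falciparum Hsp90 in place of its own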
* = called active by the depositor; ? = inconclusive; nt = no result given.

SR-BI HDL uptake	dFosB activator	CAL PDZ FP-1	MITF act	CAL PDZ FP-2	PvdQ acylase	molecule	Rtt109 Vps75	SR-BI DiI-HDL act	NSD2 inh	PfHsp90 set2
-1	-6	-1.1	-10	-2	-17	Cc1ccc(C(=O)N2CCN(c3ccc(NC(=O)Cc4ccccc4)cc3)CC2)cc1	8	1	1	-11
8	0	-4.2	69	-5	-8	COc1cc(OC)cc(-c2nnc(SCc3c(F)cccc3Cl)o2)c1	-2	-8	-2	-56
-15	0	0.1	5	-3	2	Cc1nc(NS(=O)(=O)c2ccccc2)sc1NC(=O)OC(C)C	-4	15	1	-9
-28	-5	-2.4	-1	0	-14	CCc1ccc(C)c(OC(=O)c2cncc(Br)c2)c1	0	28	2	-4
17	-11	-0.4	nt	nt	-12	Cc1c(C(=O)N(Cc2ccccc2)Cc2cccs2)cnn1-c1ccc(Cl)cc1	4	-17	-1	105*
1	2	-0.4	3	0	-8	CC(C)NCC(O)c1ccc2ccccc2c1 (stereo unspecified)	-4	-1	nt	17
69	1	-1.1	-1	-5	1	CCOc1ccc(/C=N/NC(=O)c2nnn(-c3nonc3N)c2-c2ccc(OCC)cc2)cc1	10	-69	-1	3
-33	-3	-0.2	-5	6	-4	O=C(O)c1cccc(S(=O)(=O)NCC2CCCO2)c1 (stereo unspecified)	-5	33	0	13
-19	-1	-0.1	nt	nt	-17	CCOC(=O)c1cc(NC(=O)CC(C)(C)CC(=O)O)ccc1N1CCCCC1	10	19	0	-1
-35	2	-2.1	1	-3	2	COCCCNC(=O)C1=CCN(S(=O)(=O)c2ccc(OC)cc2)CC1	23	nt	-5	1
-18	-6	-1.9	-6	-1	-3	Cc1ccc(CNC(=O)C2CCCN(S(=O)(=O)N3CC(C)CC(C)C3)C2)cc1 (stereo unspecified)	-2	18	-6	-26
-25	1	-2.2	7	-2	-13	COc1ccc(NC(=S)NCCCn2ccnc2)cc1	-4	25	nt	2
13	-7	-0.6	1	nt	9	O=c1cc(N2CCc3ccccc32)[nH]c(=O)n1-c1ccc(Br)cc1	15	-13	nt	9
-7	-6	-0.1	-21	nt	-7	CN1CCN(C(=O)/C(=C/c2cn(C)c3ccccc23)NC(=O)c2ccccc2)CC1	13	7	0	14
1	0	0.1	-7	-2	0	Cc1oc2c(CN(C)C)c(O)ccc2c(=O)c1-c1ccc2ccccc2n1	7	-1	-1	2
-1	1	nt	nt	-4	-10	COc1ccc(N2C(=O)CSC2c2ccncc2)cc1 (stereo unspecified)	-7	1	-11	nt
-7	-1	-1.1	9	-4	-1	CC(O)CC(=O)NOCc1ccccc1 (stereo unspecified)	2	7	nt	-13
11	-9	-0.6	1	-1	-7	CC1(C)Cc2ccccc2C(CSc2ccccc2C(=O)O)=N1	2	-11	11	-13
-7	-5	-0.4	-4	0	4	O=C(COC(=O)c1ccccc1O)NCC1COc2ccccc2O1 (stereo unspecified)	3	7	-1	nt
-10	3	-2.7	?	-2	-9	O=C(CSc1nnc(-c2cccs2)o1)c1cccs1	nt	10	0	-18
-3	-6	-2.4	-4	1	0	CN(CCNC(=O)c1cccc(N2CCCC2=O)c1)Cc1ccccc1	4	3	3	-10
-36	-11	-2.4	-14	-7	-14	COc1cc(NS(=O)(=O)c2ccc(NC(=S)NC(=O)C3CCCC3)cc2)nc(OC)n1	9	36	5	12
-12	-3	-2.7	2	-4	-2	COCCNC(=O)CSc1ccccc1C(=O)O	3	12	3	-4
-3	0	-0.6	56	10	10	Cc1ccc(O)c(N=NC2=C(O)CC(C)(C)CC2=O)c1	27	3	8	-12
6	-12	-2.3	-6	-3	-5	Cc1cnc(NC(=O)CSc2ncc(-c3ccccc3)n2Cc2ccco2)s1	-8	-6	nt	3

SR-BI HDL uptake	dFosB activator	CAL PDZ FP-1	MITF act	CAL PDZ FP-2	PvdQ acylase	molecule	Rtt109 Vps75	SR-BI DiI-HDL act	NSD2 inh	PfHsp90 set2
6	-12	-1.0	15	-2	-6	FC(F)Oc1ccccc1C1CC(c2ccc(Br)s2)Nc2ncnn21 (stereo unspecified)	5	-6	2	26
-10	4	-0.1	6	0	-13	O=C(COC(=O)c1cc(Br)ccc1O)Nc1cccnc1Cl	nt	10	1	25
2	-6	0.0	nt	-2	7	CCCC(=O)N(Cc1cc(=O)[nH]c2ccccc12)c1ccccc1C	2	-2	0	22
58	-13	-0.7	-8	-13	-6	Cc1ccc(C)c(Sc2ccc(NC(=O)CCN3C(=O)NC4(CCCC4)C3=O)cc2)c1	33	-58	1	nt
nt	-5	-1.5	-3	-2	-4	O=C(CN(C(=O)c1csnn1)c1ccccc1C(F)(F)F)NC1CCCCC1	3	nt	-4	-1
-18	0	-0.9	-9	-2	-13	CC(C)(C)OC(=O)N1CCC(NC(=O)c2nc[nH]c2C(=O)NCc2ccccc2)CC1	2	18	nt	nt
8	-4	-0.8	5	-3	-2	COCCNC(=O)/C=C/c1c(Cl)cccc1Cl	-11	-8	-2	5
-30	-13	-1.1	nt	nt	11	O=S(=O)(Nc1cccc(-c2nc3cccnc3s2)c1)c1ccc2c(c1)CCCC2	12	30	nt	-53
2	-4	-2.0	-17	nt	-20	O=C(CSc1ccc2nnc(-c3ccccn3)n2n1)Nc1ccc2c(c1)OCCO2	-6	-2	nt	7
14	-3	-1.2	-7	2	-6	O=C(CN1CCC(C(=O)c2ccc3c(c2)OCCO3)CC1)NCc1ccccc1	0	-14	65*	6
20	0	-1.4	0	-7	-1	Cc1ccccc1Cn1cc(S(=O)(=O)CC(=O)Nc2nccs2)c2ccccc21	-1	-20	nt	1
5	-14	-3.2	nt	1	-10	COc1ccc(S(=O)(=O)N2CCC(O)(c3ccc(Cl)cc3)CC2)cc1	5	-5	-2	nt
31	-6	0.8	1	nt	-4	COc1ccc(OC)c2c(N3CCN(C)CC3)cc(C(F)(F)F)nc12	-140	-31	-2	5
78*	0	-0.1	-1	-4	1	O=C(N[C@@H]1C/C=C\C[C@@H](CC(=O)N(CCO)Cc2ccccc2)C(=O)NCCOC1=O)OCC1c2ccccc2-c2ccccc21	8	-78	nt	-23
2	-8	-2.0	11	-5	11	Cc1ccc(Cn2c(=O)c3ccccc3n3c(CCC(=O)NCCN4CCOCC4)nnc23)cc1	-4	-2	2	1
-37	0	1.0	15	1	-16	Cc1ccc(S(=O)(=O)NCC(=O)Nc2ccc(C(F)(F)F)cc2)cc1	1	37	-1	-20
18	19*	-2.3	-37	-4	7	O=C(Nc1ccc(Cl)cc1)Nc1nnc(CSCc2ccc(Cl)cc2)s1	-7	-18	-6	16
-6	-3	nt	2	0	-10	Cc1cc(C(=O)OCC(=O)Nc2ccc(F)c(F)c2F)c(C)o1	-10	6	2	-33
nt	-9	-2.3	10	-3	-9	CC(C)(C)c1ccc(OCCn2nc(C(=O)O)c3ccccc3c2=O)cc1	0	nt	-1	-7
-31	-1	-1.4	-3	nt	-1	CCCC(C)NC(=O)CN(Cc1ccco1)S(=O)(=O)c1ccccc1 (stereo unspecified)	-3	31	0	1
-20	3	-0.5	6	2	-6	COCCCNC(=S)Nc1ccccc1[N+](=O)[O-]	nt	20	3	3
6	1	1.1	3	4	-5	COc1cc(-c2nc3ccc(C)cn3c2NCc2ccccc2)ccc1SC1CCCCC1	-17	-6	nt	-12
-22	-2	-1.7	6	-2	-11	Cn1c(=O)[nH]c(=O)c2c1nc(N1CCN(C(=O)c3ccco3)CC1)n2CCCSc1ncccn1	-9	22	1	3
-11	-4	-1.3	0	-1	-5	Cc1cc(OC(=O)c2ccc(S(=O)(=O)N3CCOCC3)cc2)c([N+](=O)[O-])c(=O)[nH]1	-3	11	-3	10
nt	-4	-2.7	0	1	-3	CC(C)(C)c1ccc(C(=O)NCC(=O)N/N=C/c2cccnc2)cc1	-8	nt	26	13
nt	-2	-0.7	-9	1	-8	CC1CC2c3cccc(C(=O)O)c3C(=O)N2c2ccc(Cl)cc21 (stereo unspecified)	-8	nt	3	nt
-12	-4	-1.0	0	-3	-16	Cc1noc(NS(=O)(=O)c2ccc(NC(=O)CS(=O)(=O)c3ccccc3)cc2)c1C	4	12	3	-27

An excerpt from above in order of number of heavy atoms, highest first.
SR-BI HDL uptake	dFosB activator	CAL PDZ FP-1	MITF act	CAL PDZ FP-2	PvdQ acylase	molecule	Rtt109 Vps75	SR-BI DiI-HDL act	NSD2 inh	PfHsp90 set2
78*	0	-0.1	-1	-4	1	O=C(N[C@@H]1C/C=C\C[C@@H](CC(=O)N(CCO)Cc2ccccc2)C(=O)NCCOC1=O)OCC1c2ccccc2-c2ccccc21	8	-78	nt	-23
58	-13	-0.7	-8	-13	-6	Cc1ccc(C)c(Sc2ccc(NC(=O)CCN3C(=O)NC4(CCCC4)C3=O)cc2)c1	33	-58	1	nt
20	0	-1.4	0	-7	-1	Cc1ccccc1Cn1cc(S(=O)(=O)CC(=O)Nc2nccs2)c2ccccc21	-1	-20	nt	1
nt	-5	-1.5	-3	-2	-4	O=C(CN(C(=O)c1csnn1)c1ccccc1C(F)(F)F)NC1CCCCC1	3	nt	-4	-1
18	19*	-2.3	-37	-4	7	O=C(Nc1ccc(Cl)cc1)Nc1nnc(CSCc2ccc(Cl)cc2)s1	-7	-18	-6	16
2	-6	0.0	nt	-2	7	CCCC(=O)N(Cc1cc(=O)[nH]c2ccccc12)c1ccccc1C	2	-2	0	22
-6	-3	nt	2	0	-10	Cc1cc(C(=O)OCC(=O)Nc2ccc(F)c(F)c2F)c(C)o1	-10	6	2	-33
-10	4	-0.1	6	0	-13	O=C(COC(=O)c1cc(Br)ccc1O)Nc1cccnc1Cl	nt	10	1	25
-20	3	-0.5	6	2	-6	COCCCNC(=S)Nc1ccccc1[N+](=O)[O-]	nt	20	3	3
8	-4	-0.8	5	-3	-2	COCCNC(=O)/C=C/c1c(Cl)cccc1Cl	-11	-8	-2	5

Compound activity as filed in PubChem BioAssay.

Random draw from the library; overall some 4.3% were active at least once.
